Bioassay records as filed in PubChem.
S100A4 MyoIIA: inhibitors of human S100A4 binding to myosin IIA peptide; P26447; S100A4/TAMRA-MyoIIA peptide fluorescence polarization; inhibition, % at 10.7 µM; 360,000 compounds, 0.14% hits; AID 652163;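 active = mean inhibition of at least 70% across replicates, with every replicate also reaching that level; inconclusive = mean inhibition reaches 70% but some replicates fall short; inactive = mean inhibition below 70%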
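Assay system: human S100A4 monomer with TAMRA-labelled myosin IIA peptide / Buffer or medium: Calcium-containing HEPES buffer, pH 7.2 / Reagent: TAMRA-labelled myosin IIA heavy-chain peptide probe, 5 nM / Compound: one dose per compound / Timing: polarization read 5 min after assay mix addition, stable 5–60 min / Benchmarks: neutral control DMSO, positive control TFP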
RAD54 inh: blocks human RAD54 Holliday junction branch migration; Q92698; 360,000 compounds, 0.14% hits; AID 602329; FAM/BHQ fluorescence; inhibition, % at 10.4 µM;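 active = mean normalized replicate activity at least 40 and at least half of replicates scoring 40 or more; inconclusive = only one of the two criteria met; inactive = mean below 40 and under half of replicates reaching 40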;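 also: 0% = median of neutral control wells and 100% = median of positive control wells; inhibitors cause a drop in the FAM fluorescence signal; in these data hits start at about 50%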
Xi reactivation: activators of X-chromosome reactivation in mouse fibroblasts; activation, % at 7.58 µM; 360,000 compounds, 0.055% hits; XiGFP mouse fibroblasts, % GFP-positive cells imaging, 3 d; cells co-treated with 5-aza-dC sensitizer; scaled so ellipticine positive control = 100%;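 active = mean normalized replicate activation at least 10% and every replicate at or above 10%; inconclusive = only one of the two criteria met; inactive = mean below 10% and not all replicates reach 10%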;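 also: 0% = median of on-plate neutral control wells and 100% = ellipticine 6 µM median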
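material = 68-5-11 XiGFP fibroblast line | medium = DMEM plus 5-aza-dC sensitizer | schedule = 3 days compound exposure | benchmarks = positive control ellipticine, 6 µM final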
ERp5 block: ERp5 (human) disulfide isomerase inhibition. ERp5 insulin aggregation, absorbance 650 nm, 90 min. inhibition, % at 9.99 µM. 350,000 compounds, 0.05% hits;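 active = mean replicate inhibition above about 25%, with every replicate also reaching it, limit read from the data, passing the limit was not always enough; inconclusive = only one of those two criteria met; inactive = neither criterion met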
ERAP1 inh: inhibitors of human ERAP1 aminopeptidase; 340,000 compounds, 0.15% hits; AID 652197; recombinant ERAP1, Leu-AMC fluorescence, 60 min; inhibition, % at 10.7 µM; Q9NZ08;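 active = mean replicate inhibition of at least 30%, or all replicates individually reaching that 30% level; inactive = mean below 30% and not every replicate reaching it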;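 also: 0% = neutral control wells and 100% = L-leucinethiol positive control wells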
RAD52 inh: inhibitors of human RAD52 DNA annealing; recombinant RAD52 DNA annealing, FRET fluorescence; P43351; 360,000 compounds, 0.46% hits; inhibition, % at 18.7 µM;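 active = every replicate showing at least 50% inhibition; inconclusive = mean inhibition at least 50% but not in every replicate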
Target sequence (P43351 whole entry, looked up): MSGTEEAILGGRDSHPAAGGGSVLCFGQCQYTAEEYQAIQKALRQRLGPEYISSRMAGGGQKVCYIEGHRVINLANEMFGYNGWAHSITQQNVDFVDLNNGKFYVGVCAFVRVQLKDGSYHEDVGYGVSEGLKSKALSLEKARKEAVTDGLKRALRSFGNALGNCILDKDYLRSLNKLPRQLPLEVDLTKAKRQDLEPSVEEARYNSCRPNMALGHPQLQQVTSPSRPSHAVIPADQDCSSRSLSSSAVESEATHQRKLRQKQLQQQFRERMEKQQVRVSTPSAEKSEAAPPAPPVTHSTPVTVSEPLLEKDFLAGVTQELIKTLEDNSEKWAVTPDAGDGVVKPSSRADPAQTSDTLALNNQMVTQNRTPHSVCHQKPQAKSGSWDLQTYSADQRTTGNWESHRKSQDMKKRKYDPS
esBAF inh: SWI/SNF esBAF complex inhibition; mouse ES cells, Bmi1-luciferase knock-in reporter, 24 h; 100% = twice the neutral-well signal; reporter increase, % at 12.5 µM; 350,000 compounds, 2% hits; in the data active = activation above about 40%; inconclusive = no clear call, values can overlap the other calls;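 also: 0% = median of the plate's neutral control wells and 100% = double that signal; a rise in the Bmi1 reporter signal indicates esBAF inhibition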
E-sel inducer: E-selectin induction on HUVECs; activation, % at 7.58 µM; AID 686992; 260,000 compounds, 0.37% hits; HUVEC E-selectin immunofluorescence imaging; normalized: neutral wells 0, TNF-alpha wells 100;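 active = mean E-selectin-positive cell signal at least 10% of the positive control, reached in at least 60% of replicates, without over 20% cell loss; inconclusive = no rule given, readout overlaps actives, possibly toxicity-flagged; inactive = the rest, including those meeting only one limit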;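 also: in these data hits start at about 27%; measured in HUVEC primary endothelial cells; signal is the percent of cells scored E-selectin positive by PE staining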
Target sequence (P16581 whole entry, looked up): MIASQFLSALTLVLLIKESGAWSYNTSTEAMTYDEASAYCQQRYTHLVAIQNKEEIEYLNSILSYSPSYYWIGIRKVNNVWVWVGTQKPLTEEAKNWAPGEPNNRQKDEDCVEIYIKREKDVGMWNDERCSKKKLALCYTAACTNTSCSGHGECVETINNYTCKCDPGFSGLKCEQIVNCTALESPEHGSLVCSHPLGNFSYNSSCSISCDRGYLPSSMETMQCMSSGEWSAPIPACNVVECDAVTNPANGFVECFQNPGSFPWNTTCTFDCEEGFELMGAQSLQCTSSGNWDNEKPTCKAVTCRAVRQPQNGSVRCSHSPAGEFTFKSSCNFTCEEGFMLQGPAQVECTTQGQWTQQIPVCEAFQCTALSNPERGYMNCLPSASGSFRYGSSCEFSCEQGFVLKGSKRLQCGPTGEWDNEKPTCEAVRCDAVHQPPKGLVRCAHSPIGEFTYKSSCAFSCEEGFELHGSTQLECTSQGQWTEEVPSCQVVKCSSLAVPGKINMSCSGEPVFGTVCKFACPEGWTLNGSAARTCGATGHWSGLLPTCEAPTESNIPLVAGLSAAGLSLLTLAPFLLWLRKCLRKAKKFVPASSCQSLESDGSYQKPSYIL
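Read-out: % PE-positive cells | Test system: HUVEC | Doses: One compound dose added by pin transfer | Buffer or medium: EGM-2 over gelatin coat | Signal: Immunofluorescence imaging | Benchmarks: TNF-alpha, DMSO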
Numbers without * were called inactive; ? = inconclusive; · = not tested or not shown; & = joins results of further samples.

#1 CC(Sc1nnc(COc2ccc([N+](=O)[O-])cc2)n1C)C(=O)O (configuration not stated)
#2 Cc1ncc(C[n+]2csc(CCOC(=O)C34CC5CC(CC(C5)C3)C4)c2C)c(N)n1
#3 CN1C(=O)NC(c2ccc(O)cc2)C(C(=O)c2cccs2)C1(O)C(F)(F)F (configuration not stated)
#4 CCOc1ccccc1NC(=O)c1ccc2nc[nH]c2c1
#5 C/C=C/c1cnc2c(c1)C(=O)N([C@H](C)CO)C[C@@H](C)[C@H](CN(C)S(=O)(=O)c1ccccc1F)O2
#6 COc1cc2nc(CN3CCN(S(=O)(=O)c4ccc(Cl)cc4)CC3)[nH]c(=O)c2cc1OC

entry no.	1	2	3	4	5	6
S100A4 MyoIIA	1.6	0.3	-0.5	-3.7	-7.4	2.6
RAD54 inh	·	6.0	4.8	-2.6	-0.3	·
Xi reactivation	0.0	0.0	·	0.2	-0.2	-0.1
ERp5 block	1.0	3.3	-4.8	-3.5	3.0	-1.6
ERAP1 inh	2.0	5.2	-1.7	-1.1	-0.6	0.1
RAD52 inh	-9.8	20.5	-5.9	-16.6	5.9	-21.8
esBAF inh	·	-4.2	-42.6	-3.2	-5.1	·
E-sel inducer	1.4	·	·	·	-0.4	-0.2

#7 O=C(COC(=O)C(CO)NS(=O)(=O)c1ccc(Br)cc1)Nc1ccc2c(c1)OCCO2 (configuration not stated)
#8 C[C@H](CO)N1C[C@H](C)[C@@H](CN(C)Cc2ccc(Oc3ccccc3)cc2)Oc2c(NC(=O)c3ccncc3)cccc2C1=O
#9 Cc1ccc(S(=O)(=O)N(C)C[C@H]2Oc3ccc(NC(=O)Nc4ccc(C(F)(F)F)cc4)cc3CC(=O)N([C@H](C)CO)C[C@@H]2C)cc1
#10 CN1C[C@H]2[C@@H](c3ccccc31)[C@@H](CO)N2C(=O)c1cccnc1
#11 O=C(NCC1(O)CCCCC1)C1CCC(=O)N(Cc2ccccc2F)C1 (configuration not stated)
#12 CN(CC(=O)Nc1ccc(Cl)c(C(F)(F)F)c1)C(=O)C1CCCO1 (configuration not stated)

entry no.	7	8	9	10	11	12
S100A4 MyoIIA	-3.7	-1.6&-1.1	3.1	-5.4	-0.3	-0.5
RAD54 inh	9.6	1.2&-0.7	3.3	3.8	0.0	-1.2
Xi reactivation	0.0	0.0&0.1	-0.6	0.0	0.3	0.3
ERp5 block	6.3	0.0&1.6	0.3	-0.7	-11.0	5.8
ERAP1 inh	0.0	1.7&2.8	-2.4	2.7	1.8	-0.2
RAD52 inh	-19.9	-9.7&-17.8	0.2	7.2	-11.5	-2.4
esBAF inh	2.7	-2.9&3.0	11.5	-2.9	-0.8	3.9
E-sel inducer	·	-0.2&-0.1	0.3	0.0	·	-0.3

#13 Cc1cc(C)c2[nH]c(=O)c(CN(Cc3cccnc3)C(=S)NCCCN(C)C)cc2c1
#14 Cc1cc(C)nc(N/N=C/c2ccccc2Cl)n1
#15 Cc1nc2ccccc2cc1C(=O)Nc1ccccc1Cl
#16 CCCNC(=O)N1[C@H](CO)[C@H](c2ccc(C3=CCCC3)cc2)[C@@H]1CN(C)C(C)=O
#17 C[C@H]1CN([C@@H](C)CO)S(=O)(=O)c2ccc(Br)cc2O[C@H]1CN(C)C(=O)C1CC1
#18 O=C(Cn1cnc2c(nnn2Cc2ccc(F)cc2)c1=O)Nc1ccc2c(c1)OCCO2

entry no.	13	14	15	16	17	18
S100A4 MyoIIA	-0.5	-5.9	-4.1	·	?	0.2
RAD54 inh	·	0.3	-4.1	4.1	2.4	-6.5
Xi reactivation	0.1	-0.2	0.1	-0.1	0.5	0.1
ERp5 block	0.5	0.4	-0.6	·	-6.6	11.2
ERAP1 inh	0.1	-0.9	-3.1	·	2.8	-0.5
RAD52 inh	-1.1	-8.6	-46.9	·	5.7	-12.1
esBAF inh	·	·	·	-2.4	-5.2	2.4
E-sel inducer	0.8	-0.2	4.8	-0.1	·	8.0

#19 CN1C(=O)c2cc(NC(=O)C3CCCCC3)ccc2OC[C@H]2O[C@H](CC(=O)NCCc3ccncc3)CC[C@H]21
#20 CN1CCc2c(sc3c2C(=O)NC(c2cccc(OC(=O)c4cccs4)c2)N3)C1 (configuration not stated)
#21 O=C(CCNC(=O)c1ccc(Br)cc1)Nc1ccc(S(=O)(=O)Nc2ncccn2)cc1
#22 C/C=C/c1ccc([C@H]2[C@@H](CO)N(S(C)(=O)=O)[C@@H]2CN(CC)C(=O)CC)cc1
#23 OC(CN1CCOCC1)Cn1c2ccccc2c2ccccc21 (configuration not stated)
#24 COc1ccc(-c2noc(CCC(=O)N3CCN(c4ccccc4Br)CC3)n2)cc1

entry no.	19	20	21	22	23	24
S100A4 MyoIIA	-5.4	-9.9	-1.1	·	0.7	1.6
RAD54 inh	-0.8	-18.5	·	-0.7	8.9	2.4
Xi reactivation	0.2	0.6	0.0	0.0	0.0	0.1
ERp5 block	-2.5	-3.3	-14.0	·	2.2	-2.2
ERAP1 inh	-2.1	-2.7	1.9	·	-1.6	1.1
RAD52 inh	9.7	-103.5	-41.9	10.9	-0.7	-10.7
esBAF inh	2.5	42.4*	0.1	0.6	6.0	8.0
E-sel inducer	0.0	0.0	-0.2	0.1	-1.8	-0.7

#25 CC12CCC(C(NC(=S)NN)C1=O)C2(C)C (configuration not stated)
#26 O=C(Nc1ccc(Cl)cc1)C1CCCN(C2=NS(=O)(=O)c3ccccc32)C1 (configuration not stated)
#27 O=C(CC1OC(=O)c2ccccc21)Nc1cccc(S(=O)(=O)N2CCCCCC2)c1 (configuration not stated)
#28 O=C1CCC(=O)N1c1cccc(-c2nc3ccccc3o2)c1
#29 COc1cc(C2c3c([nH]c(=O)[nH]c3=O)Nc3ccc4ccccc4c32)cc(OC)c1OC (configuration not stated)
#30 O=C(NC(=S)Nc1cccc(-c2ccc(CO)o2)c1)c1cccs1

entry no.	25	26	27	28	29	30
S100A4 MyoIIA	2.6	-1.9	7.3	-3.9	0.6	10.4
RAD54 inh	-0.5	-6.7	-19.4	-6.0	·	·
Xi reactivation	0.1	-0.1	-0.1	0.2	0.0	0.0
ERp5 block	-2.1	2.0	-0.2	3.7	1.6	-6.3
ERAP1 inh	-1.4	-8.3	-6.1	-0.3	1.8	-7.0
RAD52 inh	2.4	-6.0	-225.1	-3.9	-4.4	-90.5
esBAF inh	0.8	5.6	·	4.6	-2.6	·
E-sel inducer	-0.1	-0.2	0.3	0.7	·	·

Copied from above, nos. 7 to 12
#7 O=C(COC(=O)C(CO)NS(=O)(=O)c1ccc(Br)cc1)Nc1ccc2c(c1)OCCO2 (configuration not stated)
#8 C[C@H](CO)N1C[C@H](C)[C@@H](CN(C)Cc2ccc(Oc3ccccc3)cc2)Oc2c(NC(=O)c3ccncc3)cccc2C1=O
#9 Cc1ccc(S(=O)(=O)N(C)C[C@H]2Oc3ccc(NC(=O)Nc4ccc(C(F)(F)F)cc4)cc3CC(=O)N([C@H](C)CO)C[C@@H]2C)cc1
#10 CN1C[C@H]2[C@@H](c3ccccc31)[C@@H](CO)N2C(=O)c1cccnc1
#11 O=C(NCC1(O)CCCCC1)C1CCC(=O)N(Cc2ccccc2F)C1 (configuration not stated)
#12 CN(CC(=O)Nc1ccc(Cl)c(C(F)(F)F)c1)C(=O)C1CCCO1 (configuration not stated)

entry no.	7	8	9	10	11	12
S100A4 MyoIIA	-3.7	-1.6&-1.1	3.1	-5.4	-0.3	-0.5
RAD54 inh	9.6	1.2&-0.7	3.3	3.8	0.0	-1.2
Xi reactivation	0.0	0.0&0.1	-0.6	0.0	0.3	0.3
ERp5 block	6.3	0.0&1.6	0.3	-0.7	-11.0	5.8
ERAP1 inh	0.0	1.7&2.8	-2.4	2.7	1.8	-0.2
RAD52 inh	-19.9	-9.7&-17.8	0.2	7.2	-11.5	-2.4
esBAF inh	2.7	-2.9&3.0	11.5	-2.9	-0.8	3.9
E-sel inducer	·	-0.2&-0.1	0.3	0.0	·	-0.3

(further entries)
#31 Cc1cccc(Nc2nc(CC(=O)O)cs2)c1
#32 CC1(C)Cc2cccc(OCC(=O)Nc3ccccc3F)c2O1
#33 C[C@H]1CN([C@@H](C)CO)C(=O)c2cc(NS(=O)(=O)c3cn(C)cn3)ccc2O[C@@H]1CN(C)Cc1ccc(Oc2ccccc2)cc1
#34 Cc1ccc(NC(=O)c2ccc(S(=O)(=O)NCc3cccnc3)cc2)cc1C
#35 CC(C)NC(=O)c1ccc(CN2CCc3ccccc3C2)cc1
#36 CC(=O)N(C)C[C@H]1Oc2ncc(C#CC(C)(C)O)cc2C(=O)N([C@H](C)CO)C[C@H]1C

entry no.	31	32	33	34	35	36
S100A4 MyoIIA	-8.1	-19.8	3.5	-4.6	-3.2	8.8
RAD54 inh	10.9	6.1	-1.0	4.8	-7.9	0.8
Xi reactivation	0.0	0.2	0.0	0.0	0.1	-1.0
ERp5 block	-0.3	1.4	1.0	-3.1	-11.0	-1.0
ERAP1 inh	-2.1	-1.0	4.4	-0.5	1.6	0.1
RAD52 inh	-18.4	0.0	21.8	-13.0	-3.6	21.4
esBAF inh	18.1	7.7	0.7	21.4	-0.2	-6.2
E-sel inducer	·	-0.2	0.7	·	0.0	0.0

#37 O=C(Cc1csc(NC(=O)Nc2cccc(Cl)c2)n1)NCc1cccnc1
#38 C[C@@H]1CN([C@@H](C)CO)C(=O)c2cccc(NC(=O)c3nc4ccccc4s3)c2O[C@@H]1CN(C)S(=O)(=O)c1cccs1
#39 Cc1cc(S(=O)(=O)N2CCOCC2)c(C)s1
#40 C/C=C/c1ccc([C@H]2[C@H](CO)N3C(=O)CN(C(=O)c4cccc(F)c4)C[C@@H]23)cc1
#41 O=C(NC1CCCC1)N1CCCCN2[C@H](C1)[C@@H](c1ccc(-c3cncnc3)cc1)[C@@H]2CO
#42 O=C(c1cc(COc2cccc(C(F)(F)F)c2)on1)N1CCC(Oc2cccnc2)CC1
#43 C[C@@H]1CN([C@H](C)CO)C(=O)Cc2cc(NC(=O)Nc3ccc(C(F)(F)F)cc3)ccc2O[C@@H]1CN(C)Cc1ccc(C(F)(F)F)cc1
#44 CN1CCN(C(=O)C[C@@H]2C=C[C@H](NC(=O)Cc3ccccn3)[C@H](CO)O2)CC1
#45 Cc1ccccc1CNS(=O)(=O)c1c(C(=O)N2CCCC2)c(C)n(C)c1C

entry no.	37	38	39	40	41	42	43	44	45
S100A4 MyoIIA	1.5	-3.5	-9.4	3.3	22.9	3.7	-5.9	15.9	0.7
RAD54 inh	-1.5	1.8	6.7	·	12.2	-11.1	-6.1	7.1	-8.2
Xi reactivation	0.1	-0.6	0.0	0.1	0.3	0.1	-0.2	-0.1	0.0
ERp5 block	-0.7	1.8	3.6	1.6	1.7	-1.0	5.8	-3.3	1.3
ERAP1 inh	0.5	1.2	-2.0	-0.7	1.4	1.7	0.6	4.2	-3.5
RAD52 inh	-7.3	6.0	-15.6	15.4	5.0	-4.5	-9.1	-10.0	-9.6
esBAF inh	12.7	-1.3	-2.0	·	·	-4.3	3.6	-2.0	-1.7
E-sel inducer	0.2	0.4	1.4	0.0	-0.1	·	0.6	-0.3	·
